# Bioassay records deposited in PubChem BioAssay by several laboratories.
# Redox H2O2 prof: compounds producing H2O2 with reducing agent – biochemical, NIH compound library profiling, artefact control for MLSCN library redox annotation, primary screen; DTT-dependent redox cycling H2O2, phenol red/HRP absorbance; 100% = 100 µM peroxide control, 0% = buffer; activation, % at 10 µM; hit rate 0.03% among 200,000;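 active = activation of at least 50% relative to the plate's high and low controls in the primary single-dose screen; inactive = activation below 50%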;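 also: compound incubated with DTT at 0.8 mM final as the reducing agent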
# bIAP inh: bovine intestinal alkaline phosphatase inhibitors, primary screen, selectivity assay for TNAP inhibitor project, biochemical, bovine IAP, CDP-star luminescence; purified bovine IAP, 30 min; inhibition, % at 20 µM; 190,000 tested, under 10 active; AID 1019, 2008;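 active = over 50% inhibition of intestinal alkaline phosphatase at 20 µM in the single-dose screen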
#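 System: Purified bovine intestinal alkaline phosphatase (IAP) enzyme | Input: IAP diluted 1/65,000,000 in the well | Also added: CDP-star chemiluminescent phosphatase substrate, 30 µM final | Dosing: 20 µM single dose | Times: Enzyme reaction for 30 min at room temperature | Detection: Luminescence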
# TLR4 MyD88 comp: inhibitors of TLR4-MyD88 association in cells, primary screen, cell-based, HeLa CL3-4, BLA complementation, FRET ratio; Toll-like receptor 4 (Homo sapiens) + Myeloid differentiation primary response protein …; HeLa CL3-4 TLR4/MyD88 BLA complementation; inhibition, % at 8.4 µM; hit rate 0.18% among 200,000; in the data active = inhibition above about 25%;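 also: 0% = vehicle and 100% = reference inhibitor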
# TR-FRET SRC-2 ct: TR-FRET signal artefacts, primary screen, artefact control for PPARgamma SRC-2 agonist project, biochemical. TR-FRET artefact counter-screen; hits give high values. TR-FRET ratio at 8 µM. hit rate 0.4% among 200,000; in the data active = TR-FRET ratio above about 2000; also: inactives centre near 1500
# PPARg SRC-2 ag: agonists of PPARg-SRC-2 recruitment, primary screen, biochemical, HTS. PPARgamma LBD-SRC-2 recruitment. activation, % at 8 µM. Peroxisome proliferator-activated receptor gamma (Homo sapiens), P37231. AID 1032, 2008. hit rate 0.34% among 200,000; in the data active = activation above about 22%;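 also: 0% = vehicle and 100% = reference agonist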
# Target sequence (P37231 whole entry, looked up, the tested form may be a part): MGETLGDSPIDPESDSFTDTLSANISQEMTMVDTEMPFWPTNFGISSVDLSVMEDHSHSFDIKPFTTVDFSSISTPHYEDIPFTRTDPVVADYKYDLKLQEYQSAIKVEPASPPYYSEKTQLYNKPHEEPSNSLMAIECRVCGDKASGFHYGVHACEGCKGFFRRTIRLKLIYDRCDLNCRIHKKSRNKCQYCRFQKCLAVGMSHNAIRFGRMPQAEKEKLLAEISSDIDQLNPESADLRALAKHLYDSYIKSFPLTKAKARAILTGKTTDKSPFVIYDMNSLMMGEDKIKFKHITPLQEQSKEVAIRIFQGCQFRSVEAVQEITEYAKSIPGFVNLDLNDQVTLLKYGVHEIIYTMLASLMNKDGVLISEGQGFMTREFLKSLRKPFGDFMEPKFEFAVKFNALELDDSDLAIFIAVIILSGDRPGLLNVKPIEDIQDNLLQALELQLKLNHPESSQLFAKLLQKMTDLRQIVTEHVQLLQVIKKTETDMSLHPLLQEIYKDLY
# PPARg SRC-3 ag: PPARgamma agonists recruiting SRC-3 coactivator, primary screen, biochemical | AID 731, 2007 | hit rate 0.26% among 200,000 | biochemical PPARgamma/SRC-3 coactivator recruitment assay | activation, % at 8 µM | Peroxisome proliferator-activated receptor gamma (Homo sapiens), P37231; in the data active = activation above about 23%;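 also: 0% = DMSO and 100% = reference agonist; some compounds past the cut are filed as inactive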
# bIAP activator: bovine intestinal alkaline phosphatase activators, primary screen, biochemical, bovine IAP, CDP-star luminescence; alkaline phosphatase, intestinal [Bos taurus]; purified bovine IAP, 30 min; hits give high values; fold of DMSO-control signal, blank-subtracted; activation factor at 20 µM; hit rate 0.17% among 200,000; AID 1016, 2008;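 active = activation factor of 2 or more at 20 µM, a signal rise over negative controls twice the positive control's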
# ROMK mod: ROMK potassium channel modulators, primary screen, cell-based, thallium flux, MLSMR library | ATP-sensitive inward rectifier potassium channel 1 (Homo sapiens), P48048 | hit rate 2% among 130,000 | AID 1918, 2009 | B-score at 10 µM | Tet-inducible ROMK, thallium flux fluorescence; actives lie on both sides;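 active = signal ratio slope over the read window, or its plate-corrected B-score, at least 3 SD from the plate mean, either direction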;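 also: B-score of the F/F0 ratio slope over 7 to 12 s after thallium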
# PPARg SRC-1 ag: PPARgamma agonists recruiting SRC-1 coactivator, primary screen, biochemical | Peroxisome proliferator-activated receptor gamma (Homo sapiens), P37231 | PPARgamma-SRC-1 coactivator recruitment biochemical assay | activation, % at 8 µM | hit rate 0.41% among 200,000 | AID 631, 2007; in the data active = activation above about 19%;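 also: 0% = DMSO and 100% = reference agonist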
# S1P3 antagonist: S1P3 receptor antagonists, primary screen, cell-based | CHO S1P3 NFAT-BLA reporter, FRET fluorescence, antagonist mode | AID 485, 2006 | hit rate 0.27% among 170,000 | Sphingosine 1-phosphate receptor 3 (Homo sapiens), Q99500 | inhibition, % at 4.98 µM;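 active = inhibition above the plate cutoff, the mean inhibition of test wells on that plate plus 3 SD, cut at about 28% in these data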;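 also: cells challenged with S1P at its EC80 of 0.8 µM; blue over green emission ratio from cleaved BLA substrate after 4 h stimulation; 0% = S1P-stimulated wells and 100% = unstimulated DMSO-only wells; some compounds past the cut are filed as inactive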
# Target sequence (Q99500 whole entry, looked up): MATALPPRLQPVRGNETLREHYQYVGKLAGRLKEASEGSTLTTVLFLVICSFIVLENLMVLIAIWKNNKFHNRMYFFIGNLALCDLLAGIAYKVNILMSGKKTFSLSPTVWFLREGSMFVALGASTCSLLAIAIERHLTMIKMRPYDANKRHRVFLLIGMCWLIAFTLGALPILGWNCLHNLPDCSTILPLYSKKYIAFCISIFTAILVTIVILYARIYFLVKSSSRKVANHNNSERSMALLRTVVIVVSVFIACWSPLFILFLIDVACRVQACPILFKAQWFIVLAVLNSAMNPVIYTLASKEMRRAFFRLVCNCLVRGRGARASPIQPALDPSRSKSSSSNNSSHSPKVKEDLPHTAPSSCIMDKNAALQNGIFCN
# Lmaj promast: Leishmania major promastigote growth inhibition, primary screen | Leishmania major promastigotes, resazurin fluorescence viability | hit rate 9% among 200,000 | inhibition, % at 10 µM; in the data active = inhibition above about 50%;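 also: promastigotes grown with compound for 44 hours at 28 °C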
# Active calls of the source: *; / = not tested or not shown.
SMILES,Redox H2O2 prof,bIAP inh,TLR4 MyD88 comp,TR-FRET SRC-2 ct,PPARg SRC-2 ag,PPARg SRC-3 ag,bIAP activator,ROMK mod,PPARg SRC-1 ag,S1P3 antagonist,Lmaj promast
O=c1c2ccc(Cl)cc2nc(-c2ccc([N+](=O)[O-])cc2)n1O,-0.3,-3,3,1515,-5,-3,1,2.2,1,-15,-6
CC(c1ccccc1)n1c(NCCCn2ccnc2)nc2c1c(=O)[nH]c(=O)n2C (stereo not drawn),5.3,-9,11,1499,3,9,1.1,/,6,-19,0
COc1ccc(CCNc2c(C)c(C)nc3ncnn23)cc1,-0.1,5,0,1435,-3,7,0.9,-0.76,-1,36,2
Cc1ccnc(NC(=O)c2ccc3c(c2)OCO3)c1,-0.6,0,-8,1490,-2,-3,1,0.27,-10,-24,1
CC(C)CCN1CC(O)=C(c2nc(-c3ccc(Cl)cc3)cs2)C1=N,0.2,41,5,1320,-2,-14,0.6,0.37,-11,/,10
COc1cc(CN2CCN(Cc3ccc([N+](=O)[O-])cc3)CC2)c([N+](=O)[O-])cc1OC,-1.8,-8,-9,1490,-9,0,1.1,-4.3*,3,-6,68*
CN1/C(=C\C=[N+](C)c2ccccc2)C(C)(C)c2ccccc21,2.3,14,10,1443,0,0,0.9,/,-2,/,100*
CC(=O)C1=C(C)NC(SCC(=O)c2cc(Cl)ccc2Cl)=C(C#N)C1c1ccco1 (stereo not drawn),-1.4,16,-1,1517,10,7,0.8,-0.091,0,30,39
O=C(N/N=C/c1cc2cc3c(cc2nc1Cl)OCCO3)c1ccccc1O,0.4,-4,-17,1657,-5,0,1,/,-5,3,-11
O=C(NNC(=O)C1CCN(Cc2ccccc2)CC1)c1cccc(Cl)c1,-0.3,-33,-9,1761,4,5,1.3,/,5,/,-2
CC(=O)Nc1cc(NC(C)=O)cc(-c2nc3ccccc3[nH]2)c1,-0.5,4,5,1541,4,3,1,0.5,-3,-6,-3
CCOC(=O)CSc1ncc(OC)c(Sc2ccc(OC)cc2)n1,-1.3,-9,-11,1680,9,3,1.1,/,0,/,8
Cc1c(Cl)c([N+](=O)[O-])nn1CCCC(=O)NC(C)c1ccccc1 (stereo not drawn),-0.3,6,-6,1408,6,-3,0.9,-0.46,1,3,-1
COC(=O)c1ccc(NC(=S)N2CCN(Cc3cccc(C)c3)CC2)cc1,0.8,-6,-2,1539,-1,1,1.1,/,-1,/,-1
Cc1ccc(-c2nnn(CC(=O)N(CCO)C(C(=O)NC3CCCC3)c3ccc(F)cc3)n2)o1 (stereo not drawn),-0.2,-5,-7,1623,8,5,1.1,/,10,6,1
O=S(=O)(Nc1nccs1)c1cc(Cl)ccc1Cl,-0.3,5,-7,1488,9,-2,1,-0.24,4,-14,-10
CC(NC(=O)CSc1ncccn1)c1ccc(Cl)cc1Cl (stereo not drawn),-0.6,0,12,1637,6,-1,1,-0.0052,10,22,-4
Nc1cccnc1Sc1ccc(Cl)cc1,-3.9,10,3,1350,6,-1,0.9,/,-2,/,-3
CCc1ccc(Nc2cnn(-c3nc4ccccc4s3)c(=O)c2Cl)cc1,0.0,24,-17,1432,-6,-5,0.8,1.1,-6,-18,65*
CCn1nc(C)c(/C=N\NC(=O)c2ccc3c(c2)OCO3)c1C,0.2,4,2,1277,-2,0,1,0.32,-3,/,-3
CCSC1=C(C#N)C(c2ccccc2Cl)CC(=O)N1 (stereo not drawn),-1.1,3,10,1524,3,3,1,-0.013,13,/,-1
O=C(CCCN1C(=O)c2cccc3cccc(c23)C1=O)NCc1cccnc1,1.4,3,-14,1586,1,-1,1,/,3,-17,22
CC(C)CC1c2[nH]c3ccccc3c2CCN1C(=O)CCC(=O)N(C)C (stereo not drawn),-0.2,-3,-2,1445,-1,1,1,0.28,2,-22,1
CC(=O)N1CC(C)c2scc(C)[n+]2-c2ccccc21 (stereo not drawn),-0.3,14,-8,1643,0,1,0.9,-0.064,0,-1,-8
Cc1cc(=O)[nH]c(N/N=C/c2ccc(OC(=O)c3cccnc3)cc2)n1,0.1,-10,0,1563,-7,-4,1.1,-0.44,-1,-7,17
CCOC(=O)c1c(N)sc2c(NC(C)=O)cccc12,-0.1,12,-5,1403,4,-3,0.9,0.24,-1,-9,-3
Nn1cnnc1SCC(=O)Nc1ccc2c(c1)OCO2,0.2,6,7,1486,-5,-4,0.9,-0.059,-3,-20,-1
Cc1occc1C(=O)N1CCN(S(C)(=O)=O)CC1,-0.8,-6,-13,1500,8,-1,1.1,/,8,-14,-3
CSC1=NCCN1S(=O)(=O)c1ccc(Cl)cc1,0.1,8,8,1555,8,-1,0.9,-1.3,1,-6,6
Cc1nc(-c2ccc([N+](=O)[O-])cc2)sc1C(=O)O,1.4,9,-1,1707,-5,2,0.9,1.9,8,-5,-4
Nc1ccccc1-c1nnc(-c2ccccc2N)n1N,0.0,-11,13,1379,2,5,1.1,0.22,12,19,-5
O=S(=O)(c1ccc(S(=O)(=O)N2CCOCC2)cc1)N1CCCC1,-0.9,-10,18,1435,11,8,1.1,/,0,-23,-6
CCOC(=O)c1c(C=O)c(C)n(Cc2ccc(C)cc2)c1C,0.1,-7,10,1413,-3,9,1.1,-0.2,6,/,7
O=S(=O)(Nc1ncccc1O)c1ccc(Cl)cc1,2.7,24,0,1524,0,10,0.8,/,-6,13,-5
Cc1cc(C(=O)COc2ccccc2C(N)=O)c(C)n1C,0.5,-8,14,1464,-7,1,1.1,-0.44,-7,-4,0
CCCCS(=O)(=O)/C=C\C=C/S(=O)(=O)CCCC,-1.6,6,13,1425,-7,-8,0.9,/,0,/,101*
COCCCNCC(O)COc1cccc2[nH]c(C)cc12 (stereo not drawn),-1.4,-8,-27,1513,-5,2,1.1,0.56,2,10,2
CS(=O)(=O)Nc1ccccc1C(=O)NC1CC2CCC1C2 (stereo not drawn),2.9,9,-3,1464,0,-4,0.9,/,0,3,-8
CCn1c(N2CCN(S(=O)(=O)c3ccccc3C(F)(F)F)CC2)nc2ccccc21,-0.7,-2,-7,1388,5,-4,1,/,-3,-29,74*
Cc1ccc(S(=O)(=O)N2CCOCC2)cc1NC(=O)c1cc2c(s1)CCC2,0.1,-3,-15,1471,-7,-8,1,-0.034,-5,/,21

# Entries from the list above with an aryl methoxy group (three):
SMILES,Redox H2O2 prof,bIAP inh,TLR4 MyD88 comp,TR-FRET SRC-2 ct,PPARg SRC-2 ag,PPARg SRC-3 ag,bIAP activator,ROMK mod,PPARg SRC-1 ag,S1P3 antagonist,Lmaj promast
COc1ccc(CCNc2c(C)c(C)nc3ncnn23)cc1,-0.1,5,0,1435,-3,7,0.9,-0.76,-1,36,2
COc1cc(CN2CCN(Cc3ccc([N+](=O)[O-])cc3)CC2)c([N+](=O)[O-])cc1OC,-1.8,-8,-9,1490,-9,0,1.1,-4.3*,3,-6,68*
CCOC(=O)CSc1ncc(OC)c(Sc2ccc(OC)cc2)n1,-1.3,-9,-11,1680,9,3,1.1,/,0,/,8

# Next part.
SMILES,Redox H2O2 prof,bIAP inh,TLR4 MyD88 comp,TR-FRET SRC-2 ct,PPARg SRC-2 ag,PPARg SRC-3 ag,bIAP activator,ROMK mod,PPARg SRC-1 ag,S1P3 antagonist,Lmaj promast
FC(F)Sc1ccc(Nc2ncnc3nc[nH]c23)cc1,-0.4,5,-19,1560,20,5,1,/,0,/,-2
C/C(=N/NC(=O)c1cc(-c2ccc(Br)s2)[nH]n1)c1ccco1,0.0,-4,-5,1405,-8,-1,1,-0.57,-1,-11,7
O=C(c1ccc(CNS(=O)(=O)c2ccccc2)cc1)N1CCN(Cc2ccccc2)CC1,0.0,-9,7,1315,-1,-5,1.1,-0.85,0,/,72*
O=C(c1c[nH]c(=O)n(-c2ccccc2)c1=O)N1CCc2ccccc21,-0.6,4,-6,1616,2,2,1,0.1,9,-10,-1
CCc1ccc(-n2c(=S)sc3c(=O)n(-c4ccccc4OC)c(=S)[nH]c32)cc1,0.0,12,-2,1503,3,1,0.9,0.22,-8,-5,-1
Cn1cc(S(=O)(=O)NCc2cccs2)c(=O)n(C)c1=O,0.1,6,0,1603,6,-6,0.9,/,4,-32,-6
Cc1cc(C)n(-c2cc(O)c(-n3nc(C)cc3C)cc2O)n1,-1.4,-2,-7,1651,2,0,1,0.59,6,-6,-9
COc1cc(N(C)C)c([N+](=O)[O-])cc1C(=O)N1CCOCC1,0.1,10,2,1316,-2,-2,0.9,0.88,-1,-19,-4
Cc1ccccc1NC(=O)c1csc2c1CCCC2,2.4,7,9,1434,-1,1,0.9,/,3,/,-1
Cc1cc(C(=O)Nc2c(C)n(C)n(-c3ccccc3)c2=O)cs1,0.7,12,-7,1530,8,-3,0.9,1.6,-2,0,-5
O=S(=O)(NCc1ccccn1)c1ccc(Cl)s1,-0.9,10,-5,1594,11,1,0.9,-0.12,3,11,2
O=C(CCn1c(=O)c2ccccc2n(CC(=O)N2CCN(c3ccccc3)CC2)c1=O)NCc1ccco1,-0.7,-5,-4,1393,10,0,1,-1.1,6,0,-7
CCN(CC)CCNS(=O)(=O)c1ccc(OC)c(Br)c1,-1.6,17,10,1466,-2,2,0.8,-0.87,-2,/,-2
O=C(NC1CCSC1=O)c1ccccc1 (stereo not drawn),-2.7,3,-21,1622,12,0,1,/,4,/,-7
O=C1CN(C(=O)CSc2nnc(-c3ccccc3)n2Cc2ccc3c(c2)OCO3)c2ccccc2N1,2.3,-12,10,1557,14,3,1.1,/,0,-56,-5
CCC(=O)n1nc(-c2ccccc2)nc1SCC(=O)Nc1ccc(C)cc1,1.6,-4,-8,1410,-2,-3,1,/,1,/,13
COc1ccc2c(C)cc(N3CCCCCC3)nc2c1,0.0,2,8,1434,3,-3,1,/,-7,5,61*
Cc1cc(C)n(C(=O)c2ccc(NC(=O)C3CC3)cc2)n1,0.1,16,-7,1518,-5,-1,0.8,/,-1,93*,-6
CCCS(=O)(=O)N1CCCC(C(=O)NCCN(CC)c2ccccc2)C1 (stereo not drawn),3.5,1,1,1576,6,-5,1,/,-3,-2,-4
C=CCSc1nnc(NC(=O)COc2ccccc2)s1,-2.8,-10,4,1606,6,2,1.1,-0.95,-1,18,1
O=C(CN1CCOc2ccccc21)NC1CCN(Cc2ccccc2)CC1,-2.2,0,3,1685,8,0,1,/,14,-11,78*
Cc1nc2ccccc2nc(C)c1=NO,2.4,1,7,1491,0,-8,1,/,0,/,0
COC(=O)c1cn(NC(=O)Cc2ccc(Cl)cc2)c(=O)c2ccccc12,-0.3,3,-11,1567,2,8,1,-0.82,10,-21,-8
